mIDH1 inhibitor – blocks human mutant IDH1 R132H enzyme; IDH1-R132H enzyme, NADPH consumption, diaphorase/resazurin fluorescence; Potency, µM (top dose mostly 76.6 µM), for inactives: at the top dose activity change, negative = inhibition, most hits filed as inhibitors; 0.093% of 390,000 active; O75874; further: potency means the concentration at half of the fitted maximal effect; on the % scale 0 is the no-effect control and ±100 the full control effect; nearly all actives have a fitted effect of over 65% in size
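IDH1-R132H (0.5 ug/mL dispensed) in pH 7.5 Tris buffer was preincubated 30 min with compound, then given a substrate mix of 0.016 mM NADPH and 2 mM alpha-KG for 80 min at room temperature; remaining NADPH was read by diaphorase/resazurin fluorescence.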
PI4K2A inh – inhibitors of human PI4K2A | Q9BTU6 | purified PI4K2A, ADP-Glo luminescence, 1 h; active compounds read low | activity change, negative = inhibition, % at 76.9 µM | 0.13% of 420,000 active | AID 1346378; in the data active means activity change below about -50%; inconclusive means mostly about -30% to -49%;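 further: -100% = wells without enzyme as full effect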
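Compounds are screened against recombinant PI4K2A using PI as substrate and ATP, the latter dispensed at 300 microM. Reactions run one hour at ambient temperature before ADP-Glo detection; full inhibition defined by wells lacking enzyme.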
TrxR1 inh – rat TrxR1 inhibition; O89049; recombinant rTrxR1, NADPH fluorescence consumption, selenite substrate; Potency, µM (top dose mostly 114 µM), inactives show at the highest dose activity change, negative = inhibition, most hits filed as inhibitors; 1% of 390,000 active; AID 588453; further: potency means the concentration at half of the fitted maximal effect; on the % scale 0 is the no-effect control and ±100 the full control effect; nearly all actives have a fitted effect of over 65% in size
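Rat TrxR1 (90 nM in the dispensed reagent) was pre-reduced with 400 uM NADPH for 5 min at room temperature, then incubated with compound for 15 min. After 400 uM selenite was added, NADPH fluorescence (Ex 340/Em 450 nm) was followed for 8 min.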
GLS inhibitor – blocks human kidney-isoform glutaminase activity; GLS enzymatic activity, qHTS titration; Potency, µM (doses to about 45.5 µM), without a hit: at the top dose activity change, negative = inhibition, hits mostly inhibitors; 0.21% of 410,000 active; AID 624170; further: potency means the concentration at half of the fitted maximal effect; on the % scale 0 is the no-effect control and ±100 the full control effect
Target sequence (O94925 whole entry, looked up, canonical isoform): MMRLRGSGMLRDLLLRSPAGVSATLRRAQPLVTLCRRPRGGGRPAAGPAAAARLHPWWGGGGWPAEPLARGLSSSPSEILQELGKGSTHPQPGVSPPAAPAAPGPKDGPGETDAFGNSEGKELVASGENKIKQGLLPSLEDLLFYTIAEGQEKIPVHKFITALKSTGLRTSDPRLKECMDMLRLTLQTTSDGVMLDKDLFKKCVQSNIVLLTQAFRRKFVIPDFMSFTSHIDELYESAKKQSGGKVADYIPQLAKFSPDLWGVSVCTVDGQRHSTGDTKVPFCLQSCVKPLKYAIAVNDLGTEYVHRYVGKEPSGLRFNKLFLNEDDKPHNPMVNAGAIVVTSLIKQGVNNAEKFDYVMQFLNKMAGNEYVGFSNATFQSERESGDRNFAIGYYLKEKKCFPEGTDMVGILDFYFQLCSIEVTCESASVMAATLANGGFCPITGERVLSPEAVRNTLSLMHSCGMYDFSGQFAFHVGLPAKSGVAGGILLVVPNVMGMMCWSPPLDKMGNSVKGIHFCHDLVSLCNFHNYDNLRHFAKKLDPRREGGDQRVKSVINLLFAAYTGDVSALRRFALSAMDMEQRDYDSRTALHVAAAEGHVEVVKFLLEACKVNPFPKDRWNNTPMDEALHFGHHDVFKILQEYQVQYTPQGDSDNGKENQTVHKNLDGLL
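Coupled fluorescence readout: glutamate oxidase/HRP/Amplex Red detect glutamate formed by hKGA from L-glutamine (1 mM solution added). Buffer 45 mM KH2PO4 pH 8.2, 0.02% Tween-20; reads at t0 and 30 min RT.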
TrxR1 substrate – rat thioredoxin reductase 1 substrate activity | purified TrxR1 substrate turnover, NADPH consumption readout | Potency, µM (top dose mostly 114 µM), without a hit: top-dose activity change, negative = substrate turnover | 0.01% of 390,000 active | AID 588456; further: potency means the concentration at half of the fitted maximal effect; on the % scale 0 is the no-effect control and ±100 the full control effect; nearly all actives have a fitted effect of over 50% in size
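Rat TrxR1, dispensed at 90 nM, was prereduced with 400 uM NADPH (final) for 5 min at ~22 deg C, then incubated with compound 15 min before 400 uM selenite. A first-read NADPH fluorescence drop versus no-compound background flagged substrates.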
HP1b binding inh – inhibitors of HP1-beta chromodomain binding to methylated histone tails; P83916; AlphaScreen HP1-beta / biotin-H3K9me3 peptide binding; Potency, µM (series often up to 114 µM), without a hit: at the highest dose activity change, negative = inhibition, hits mostly inhibitors; 0.56% of 390,000 active; AID 540317; further: potency means the concentration at half of the fitted maximal effect; nearly all actives have a fitted effect of over 70% in size; inactives centre near 23
Target sequence (P83916 whole entry, looked up): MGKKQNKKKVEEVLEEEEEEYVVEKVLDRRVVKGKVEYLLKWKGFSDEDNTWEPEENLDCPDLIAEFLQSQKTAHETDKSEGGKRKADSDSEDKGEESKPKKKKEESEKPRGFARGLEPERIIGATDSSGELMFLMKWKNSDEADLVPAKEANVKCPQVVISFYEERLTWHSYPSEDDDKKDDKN
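HP1-beta protein (50 nM final) preincubated 30 min at room temperature with biotinylated H3(1-18)K9me3 peptide (50 nM) in PBS pH 7.4, 0.01% Tween-20, then compound added for 30 min. AlphaScreen streptavidin donor/nickel chelate acceptor beads (10 ug/mL final), 30 min dark, luminescence read.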
Pin1 inh – blocks the human prolyl isomerase Pin1; Q13526; Pin1 FP peptide displacement, HiFluor488, 10 min; Potency, µM (titrated, usually from 115 µM), inactives show top-dose activity, negative = inhibition, actives largely listed as inhibitors; 0.009% of 390,000 active; active means well fitted inhibition curve with a large enough effect in the polarisation, with a control signal flat, not every such curve was filed as active; inconclusive means small, poorly fitted or top-dose-only effect, or effect the other way, or a change in a side signal; inactive means no such curve, though single readings can be large or run the other way; the % refers to the polarisation; further: potency means the concentration at half of the fitted maximal effect; on the % scale 0 is the no-effect control and ±100 the full control effect
Target sequence (Q13526 whole entry, looked up): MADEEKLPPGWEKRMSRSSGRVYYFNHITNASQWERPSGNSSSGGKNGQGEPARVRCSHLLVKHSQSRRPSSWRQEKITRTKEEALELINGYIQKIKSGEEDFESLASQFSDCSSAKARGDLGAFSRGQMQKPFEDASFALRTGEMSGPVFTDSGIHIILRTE
PGK inhibitor – T. brucei PGK inhibition | PGK/GAPDH coupled, Kinase-Glo luminescence, 60 min | P07378 | 0.043% of 380,000 active | Potency, µM (titrated, usually from 57.5 µM), for the others: at the top dose activity change, negative = inhibition, usual class: inhibitors; further: potency means the concentration at half of the fitted maximal effect; on the % scale 0 is the no-effect control and ±100 the full control effect; nearly all actives have a fitted effect of over 60% in size
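Luminescent ATP detection (Kinase-Glo Plus) follows a 60-minute room-temperature incubation, with wells lacking PGK as controls. Buffer: 100 mM TEA (pH 7.6), 5 mM MgCl2, 0.01% Tween-20. Coupling enzyme GAPDH (100 nM final) supplies unstable 1,3-BPG in-well.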
USP1-UAF1 inh – inhibitors of human USP1/UAF1 deubiquitinase | 0.23% of 390,000 active | Potency, µM (series often up to 57.1 µM), without a hit: at the top dose activity change, negative = inhibition, hits mostly inhibitors | recombinant USP1/UAF1, Ub-Rhodamine cleavage fluorescence | AID 743255; further: potency means the concentration at half of the fitted maximal effect; on the % scale 0 is the no-effect control and ±100 the full control effect; nearly all actives have a fitted effect of over 60% in size; inactives centre near -12
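High-throughput fluorogenic screen: 1nM USP1/UAF1 complex, Ub-Rho substrate 150nM final, 50mM HEPES pH 7.8 with 0.5mM EDTA, 0.1 mg/ml BSA, 1mM TCEP and 0.01% Tween-20.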
* hit, by the source's call; i = inactive; ? = inconclusive; nt = no result given; [ ] = remark or other dose. Unless noted, the call rests on the fitted dose curve; in most records, active means well fitted curve in the direction sought with a large enough effect; inconclusive means small, poorly fitted or top-dose-only effect, or another doubt; inactive means no such curve, though single readings can be large; an effect the other way counts as inactive or inconclusive. Some of the compounds tested; count on the stated rates, not on these rows.

entry	mIDH1 inhibitor	PI4K2A inh	TrxR1 inh	GLS inhibitor	TrxR1 substrate	HP1b binding inh	Pin1 inh	PGK inhibitor	USP1-UAF1 inh	Structure
1	-5%	11	14%	6%	6%	26%	-9%	i	-27%	Cc1cccc(C)c1NC(=S)N(Cc1cccnc1)Cc1ccccc1Cl
2	-5%	-1	-3%[57.1 µM]	-5%	-4%[57.1 µM]	22%	4%	-3%	2%	CC(C)NC(=O)c1onc(CSc2ccc(F)c(F)c2)c1C(=O)O
3	-5%	5	13%	-2%	9%	?	-7%	-2%	-23%	C/C=C/c1ccc(OCCCCNCc2ccco2)c(OC)c1
4	4%	-5	10%[57.1 µM]	-11%	-22%[57.1 µM]	31%[activator]	?	i	?	O=C(/C(=C(\[O-])c1ccccc1)[n+]1ccc2ccccc2c1)c1ccc(Cl)cc1
5	2%	-1	17%	1%	-2%	24%	0%	-10%	-11%	COC(=O)C1(C)NC(c2ccc(Cl)cc2)C2C(=O)N(c3ccccc3)C(=O)C21 (configuration not stated)
6	-3%	0	-2%[57.1 µM]	0%	3%[57.1 µM]	22%	0%	-8%	-12%	Cc1ccc(/C=N/Nc2nnc(Cl)c3ccccc23)cc1
7	-4%	-7	-1%	15%	0%	23%	-3%	-6%	-9%	C=CCOC(=O)C1=C(C)Nc2[nH]c(=O)[nH]c(=O)c2C1c1ccccc1 (configuration not stated)
8	-1%	-3	6%	4%	7%	36%	2%	-9%	-20%	O=C(Nc1cccc(-c2ccc3nncn3n2)c1)c1ccco1
9	1%	0	8%	-7%	2%	?	-3%	-1%	-20%	CC(NC(=O)C(Cc1ccccc1)=NO)c1ccccc1 (configuration not stated)
10	9%	1	16%	-1%	4%	12%	-3%	-7%	-17%	O=C(COc1ccc([N+](=O)[O-])cc1)N(Cc1ccccc1)Cc1ccccc1
11	-5%	-3	29%	13%	7%	-2%	-6%	-9%	-17%	CCOc1ccc(C(NC(=O)CC)c2c(O)ccc3ccccc23)cc1 (configuration not stated)
12	6%	2	5%	-2%	-8%	21%	1%	-1%	-17%	O=C(NCCc1ccc(F)cc1)C(=O)Nc1cc2c3c(c1)CC(=O)N3CCC2
13	-2%	1	4%	0%	-1%	9%	-10%	-2%	-18%	CCOC(=O)c1c(C)[nH]c(C)c1C(=O)CSc1nc2ccccc2c(=O)n1-c1ccc(C)cc1
14	-2%	2	15%[57.1 µM]	9%	9%[57.1 µM]	17%	-1%	i	4%	Cc1ccccc1OCC(=O)Nc1ccccc1C(=O)OCc1cc(=O)n2c(C)csc2n1
15	11%	0	35%	1%	9%	23%	-1%	2%	-17%	Cc1ccc(CNC(=O)CN(c2cccc(C)c2C)S(=O)(=O)c2ccccc2)cc1
16	3%	0	30%	24%	10%	11%	-9%	-1%	-14%	CCN(CC)c1ccc(C2C(C(=O)OC(C)C)C(=O)CC(C)(O)C2C(=O)OC(C)C)cc1 (configuration not stated)
17	1%	2	14%	5%	5%	27%	?	4%	1%	CCOc1cc(S(=O)(=O)N2CCC(C(N)=O)CC2)ccc1F
18	-28%	-11	60%[activator][57.1 µM]	-26%	36%[activator][57.1 µM]	-6%	9%	-9%	3%	CCOc1ccccc1Nc1ncnc2c1c(-c1ccccc1)cn2-c1ccc(OC)cc1
19	11%	2	55%[activator]	9%	28%	35%	8%	-11%	-25%	COc1cccc(N2CCN(C(=O)CN(c3cc(C)cc(C)c3)S(=O)(=O)c3c(C)noc3C)CC2)c1
20	14%	-7	-4%	-2%	6%[0.0914 µM]	33%	?	i	-16%	O=c1nc(Nc2cccc(Cl)c2)oc2cc(Cl)oc(=O)c12
21	-9%	1	15%[57.1 µM]	-7%	-1%[57.1 µM]	27%[57 µM]	-7%	5%	6%	COCCCNC(=O)c1nn(-c2ccc(C)cc2)c(=O)n(C)c1=O
22	3%	0	8%[57.1 µM]	2%	2%[57.1 µM]	28%	-8%	-6%	-3%	COc1ccc(/C=C/C(=O)NCC2COc3ccccc3O2)cc1OC (configuration not stated)
23	8%	-2	2%	nt	1%	9%	0%	i	-6%	CCCCSc1nc(SCC(=O)NCc2ccco2)c2c3c(sc2n1)COC(C)(CC)C3 (configuration not stated)
24	5%	2	7%[57.1 µM]	-1%	12%[57.1 µM]	15%[57 µM]	-10%	i	-14%	OC(c1ccccc1)C(O)C(c1ccccc1)N1CCCCC1 (configuration not stated)
25	-4%	-2	?	5%	1%	26%	-6%	-3%[11.5 µM]	?	COC(=O)c1ccc(NC(=S)Nc2ccccc2)cc1
26	-5%	-5	4%[57.1 µM]	-17%	-1%[57.1 µM]	34%	-10%	-6%	7%	Cc1ccc(NC(=O)CSc2nnc3[nH]c(=O)cc(C)n23)cc1Cl
27	8%	-4	7%[57.1 µM]	-13%	-16%[57.1 µM]	-3%	-1%	i	1%	CCCCN(C)CCNC(=O)c1ccc(Cn2c(=S)[nH]c3ccc(Br)cc3c2=O)cc1
28	6.6µM*	3	?	0%	-5%	9%	-16%	-8%	-10%	COc1cc(NS(=O)(=O)c2ccc(NC(=S)NC(=O)/C=C/c3ccc(F)cc3)cc2)ncn1
29	4%	10	18%	0%	5%	35%	-4%	0%	-7%	Cc1c(C(=O)N(C)CCCCN2CCOCC2)oc2c(F)cccc12
30	11%	3	15%[57.1 µM]	0%	6%[57.1 µM]	15%	6%	-5%	-14%	NC(=O)[C@H]1CC2(CC(c3cccc(NC(=O)[C@H]4CCC(=O)N4)c3)=NO2)CN1C(=O)CC(c1ccccc1)c1ccccc1 (some centres not stated)

Some of the entries so far, bar-delimited:
no. | compound | mIDH1 inhibitor | PI4K2A inh | TrxR1 inh | GLS inhibitor | TrxR1 substrate | HP1b binding inh | Pin1 inh | PGK inhibitor | USP1-UAF1 inh
22 | COc1ccc(/C=C/C(=O)NCC2COc3ccccc3O2)cc1OC (configuration not stated) | 3% | 0 | 8%[57.1 µM] | 2% | 2%[57.1 µM] | 28% | -8% | -6% | -3%
23 | CCCCSc1nc(SCC(=O)NCc2ccco2)c2c3c(sc2n1)COC(C)(CC)C3 (configuration not stated) | 8% | -2 | 2% | nt | 1% | 9% | 0% | i | -6%
24 | OC(c1ccccc1)C(O)C(c1ccccc1)N1CCCCC1 (configuration not stated) | 5% | 2 | 7%[57.1 µM] | -1% | 12%[57.1 µM] | 15%[57 µM] | -10% | i | -14%
25 | COC(=O)c1ccc(NC(=S)Nc2ccccc2)cc1 | -4% | -2 | ? | 5% | 1% | 26% | -6% | -3%[11.5 µM] | ?
26 | Cc1ccc(NC(=O)CSc2nnc3[nH]c(=O)cc(C)n23)cc1Cl | -5% | -5 | 4%[57.1 µM] | -17% | -1%[57.1 µM] | 34% | -10% | -6% | 7%

Following part.
entry	mIDH1 inhibitor	PI4K2A inh	TrxR1 inh	GLS inhibitor	TrxR1 substrate	HP1b binding inh	Pin1 inh	PGK inhibitor	USP1-UAF1 inh	Structure
31	-6%	2	16%[57.1 µM]	26%	-3%[57.1 µM]	46%[activator]	-1%	4%	-3%	O=C(O/N=C(\c1ccccc1)c1ccccn1)c1ccc(Cl)c(Cl)c1
32	-7%	-3	13%[57.1 µM]	2%	-2%[57.1 µM]	24%	2%	-3%	2%	COc1ccc(S(=O)(=O)N2CCCCCC2)cc1C(=O)N(C)CC(=O)Nc1ccc(F)cc1
33	-4%	-6	0%	17%	-1%	18%	-10%	3%	-13%	Cc1cc(Cl)c(O)c(-n2nc3ccccc3n2)c1
34	-1%	0	11%	7%	10%	37%	-4%	2%	-7%	CCCCC1CC(CSc2ncn[nH]2)OC1=O (configuration not stated)
35	0%	-8	14µM*	52%[activator]	13%[57.1 µM]	-1%	1%	-17%	-4%	O=C(C=Cc1ccco1)c1ccco1
36	30%	1	9%	12%	5%	11%	0%	-5%	-32%	COc1cccc(C2=CC(=O)C[C@H](c3ccc(OC)c(OC)c3)C2)c1
37	4%	0	23%	3%	13%	31%	1%	-1%	-15%	COc1ccc(CNC(=O)CSc2nnc(-c3ccc(NC(C)=O)cc3)n2C)cc1
38	13%	-9	12%	3%	2%	9%	8%	0%	?	NC1(C#Cc2ccc3oc(=O)c(-n4cc(-c5ccsc5)nn4)cc3c2)CCCCC1

Assay outcomes from PubChem BioAssay.
